# LYP inhibition – LYP phosphatase inhibitors, primary screen, biochemical, DiFMUP fluorescence, recombinant catalytic domain, 10 µM (AID 606); Tyrosine-protein phosphatase non-receptor type 22 (Homo sapiens); one-dose inhibition, % at 10 µM; IC50 in µM for titrated hits; 52,000 tested, under 10 active; recombinant LYP catalytic domain, DiFMUP fluorescence; higher % means a stronger effect;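 active means IC50 under 40 µM in the dose-response test; inactive means IC50 of 40 µM or more, or never dose-tested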
# Alkaline phosphatase – human TNAP enzyme inhibitors, biochemical, luminescent (AID 518); Alkaline phosphatase, tissue-nonspecific isozyme (Homo sapiens); 64,000 tested, 0.09% active; inhibition, % at 20 µM; hits with a dose series show IC50 in µM; purified TNAP enzyme, luminescent substrate readout; higher % means a stronger effect; in the data active means a potency from the dose series; inactive means the rest, 99 in 100 with inhibition below about 22%;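 further: plate controls were vehicle for no effect and reference inhibitor for full effect; many of its hits are not listed in these tables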
# Bfl-1 inhibitors – Bfl-1 inhibitors, primary screen, biochemical, fluorescence polarization, FITC-Bid, mouse (AID 432). displacement, % at 20 µM; hits with a dose series show IC50 in µM. 64,000 tested, 0.02% active. FITC-Bid BH3 peptide fluorescence polarization displacement; higher % means a stronger effect; in the data active means a potency from the dose series; inactive means the rest, 99 in 100 with displacement below about 15%; further: strong numbers were not always called active
# HT1080 cytotoxicity – cytotoxicity in HT1080 fibrosarcoma cells, cell-based, fluorescence readout (AID 620); HT1080 viability, fluorescence; higher % means a stronger effect; one-dose cytotoxicity, % at 10 µM; EC50 in µM for titrated hits; 87,000 tested, 0.42% active;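 further: cells exposed to compound overnight then 4 h with Alamar Blue; 0% = vehicle DMSO and 100% = killing control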
# MK inhibit – S. pneumoniae MK inhibitors, primary screen, biochemical, PK/LDH-coupled NADH absorbance; mevalonate kinase [Streptococcus pneumoniae D39]; purified MK, PK/LDH-coupled NADH absorbance 340 nm; 65,000 tested, 0.48% active; inhibition, % at 10 µM;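 active means ranked among the strongest by inhibition in the single 10 µM screen, a fixed top-ranked set picked for dose follow-up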; further: no value below 0 was filed
# HPDE-C7K KRASV12 – cytotoxicity in KRAS-transformed pancreatic duct cells, primary screen, cell-based, fluorescence, HTS (AID 431) | HPDE-C7K KRASV12 cells, Alamar Blue viability, 48 h; higher % means a stronger effect | cytotoxicity, % at 10 µM, or EC50 in µM where a hit was titrated | 63,000 tested, 1.7% active;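 active means compounds whose percent cytotoxicity in the single-dose primary screen, scaled between solvent and toxic-drug controls, exceeds 50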;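 further: 0% = DMSO solvent wells and 100% = doxorubicin-treated wells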
# Spn DPM-DC inh – S. pneumoniae DPM-DC inhibitors, primary screen, biochemical, PK/LDH-coupled NADH fluorescence; AID 556, 2006; purified DPM-DC; 65,000 tested, 0.49% active; calls only at 10 µM;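 active means the 320 compounds with the highest percent inhibition in the single-dose primary screen, excluding strongly autofluorescent ones, cut at about 32% in these data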;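 further: kinetic rate of NADH fluorescence loss reporting ADP formed by the decarboxylase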
# HPDE-C7 viability – cytotoxicity in HPDE-C7 cells, cell-based, fluorescence, HTS (AID 430). HPDE-C7 pancreatic duct cells viability, fluorescence; higher % means a stronger effect. cytotoxicity, % at 10 µM, or EC50 in µM where a hit was titrated. 63,000 tested, 1.8% active;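 further: cells exposed to compound for 48 hours before viability readout; 0% = vehicle and 100% = reference cytotoxic drug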
# PMK inhibit – S. pneumoniae PMK inhibitors, primary screen, biochemical, mevalonate pathway, pilot trial included | phosphomevalonate kinase (Streptococcus pneumoniae D39) | purified PMK, PK/LDH-coupled NADH absorbance 340 nm | inhibition, % at 10 µM | 65,000 tested, 0.49% active | AID 539, 2006;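 active means top-ranked compounds by inhibition in the single 10 µM screen, taking a fixed number of the strongest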;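 further: 0% = full reaction with DMSO carrier and 100% = background rate without enzyme reaction; no value below 0 was filed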
# PMK inhibit pilot replicates – further read-out of PMK inhibit, marked with its call; inhibition, %; measured here: pilot screen replicates
# MK inhibit pilot replicates – further read-out of MK inhibit, marked with its call; inhibition, %; measured here: pilot screen replicates
# Spn DPM-DC inh pilot screen % – also measured in Spn DPM-DC inh; calls as there; inhibition, %; measured here: pilot screen trials
# Numbers without * were called inactive; i = inactive; . = no result given; + = active, no number. Unless noted, no stated cut-off is given here; in the data, active means cytotoxicity above about 50%; inactive means the rest.
SMILES,LYP inhibition,Alkaline phosphatase,Bfl-1 inhibitors,HT1080 cytotoxicity,MK inhibit,HPDE-C7K KRASV12,Spn DPM-DC inh,HPDE-C7 viability,PMK inhibit,others
CCn1cc(C(=O)NCC2CCCO2)c2cc(OC)c(OC)cc2c1=O (stereo not drawn),2.3%,7.6%,-4.8%,0.8%,4.0,5.7%,i,-12.8%,18.0,
CCCCc1cc(=O)oc2cc(OCc3nn[nH]n3)c(Cl)cc12,-11.1%,8.3%,-3.0%,-1.2%,3.0,7.7%,i,8.2%,12.0,
CCCCn1c(SCC(=O)Nc2nnc(C)s2)nc2c1c(=O)n(C)c(=O)n2C,7.3%,-2.9%,-1.6%,0.1%,14.0,-12.3%,i,-7.3%,9.0,
N#Cc1c(NC(=O)c2nc3ncccn3n2)sc2c1CCCCC2,-2.3%,16.3%,-1.4%,-12.2%,6.0,1.4%,i,1.7%,3.0,
Cc1ccc(N2C(N)=NC(N)=NC2(C)C)c(C)c1,3.6%,14.4%,-5.0%,11.9%,2.0,-7.9%,i,-6.4%,8.0,
CN(C)CCSc1nc(N)c2c3c(sc2n1)CN(C)CC3,-2.6%,6.0%,2.3%,3.9%,7.0,7.8%,i,-13.3%,2.0,
O=C(N1CCN(c2ccccc2F)CC1)C12CC3CC(CC(C3)C1)C2,-8.1%,13.2%,-5.5%,-6.2%,4.0,-18.1%,i,-27.4%,2.0,PMK inhibit pilot replicates=0.5;MK inhibit pilot replicates=0.0;Spn DPM-DC inh pilot screen %=0.0
CN(C)S(=O)(=O)N1CCN(c2cc(Cl)ccc2Cl)CC1,-0.4%,8.3%,-0.8%,-2.3%,5.0,4.0%,i,-9.1%,10.0,
CCOC(=O)CC(=O)CSc1nnc(Cn2c(=O)sc3ccccc32)n1C,.,10.5%,-0.7%,18.2%,12.0,-1.2%,i,-3.6%,5.0,
O=C(C1CCCN(S(=O)(=O)c2ccc(Br)s2)C1)N1CCCCCC1 (stereo not drawn),.,4.7%,-15.8%,-1.3%,2.0,-15.2%,i,-10.4%,14.0,PMK inhibit pilot replicates=4.0;MK inhibit pilot replicates=0.0;Spn DPM-DC inh pilot screen %=0.0
CCCc1[nH]nc2c1C(c1ccc(O)c(OC)c1)C(C#N)=C(N)O2 (stereo not drawn),.,41.1%,3.3%,-5.2%,7.0,5.3%,i,-2.1%,5.0,
COc1ncnc2c1oc1nc(CC(C)C)c3c(c12)CCCC3,6.3%,11.7%,-7.2%,-17.2%,2.0,-27.0%,i,-23.1%,0.0,
CCCn1c(CCNC(=O)c2cccs2)nc2ccccc21,-0.9%,7.3%,1.7%,5.8%,5.0,0.8%,i,-19.2%,0.0,
O=C(Cn1nnc2c(cnn2-c2ccccc2)c1=O)NCc1cccs1,.,7.5%,-6.9%,3.2%,7.0,-5.9%,i,-12.8%,10.0,
CCN1C(=O)c2ccccc2S(=O)c2ccc(C(=O)NCCCN3CCCC3=O)cc21 (stereo not drawn),9.1%,1.0%,3.5%,8.9%,5.0,-10.7%,i,-25.5%,2.0,
COc1ccc(OCC(=O)Nc2cc(OC)cc(OC)c2)cc1,12.8%,7.4%,-3.9%,-3.4%,11.0,-9.8%,i,-3.7%,1.0,
CC(C)P(=O)(Cc1cccc(C#N)c1)C(C)C,15.9%,14.2%,-0.5%,-6.0%,0.0,2.1%,i,1.7%,13.0,
C=CCC1CCCCC12NC(=O)NC2=O (stereo not drawn),4.3%,6.2%,-1.9%,23.7%,0.0,-16.0%,i,-3.5%,7.0,
COc1cc(-c2nnc3sc(-c4ccco4)nn23)cc(OC)c1OC,1.1%,10.3%,-7.1%,-7.2%,5.0,48.4%,i,36.6%,6.0,
C=CCc1ccc(OCC(O)CN2CCCCC2)c(OC)c1 (stereo not drawn),10.3%,0.1%,2.7%,-5.7%,5.0,3.7%,i,1.3%,3.0,
CCn1cnc2cc(NCc3ccc(C)cc3)ccc21,-4.8%,2.6%,-7.3%,1.9%,0.0,1.7%,i,4.6%,6.0,
CCCCc1nc2sc3c(c2c(=O)[nH]1)CCC3,5.9%,4.9%,2.5%,-5.9%,2.0,3.2%,i,2.4%,3.0,
CSC1=C(C#N)C2(CCCC2)C(C#N)=C(N)N1,-0.4%,10.8%,1.9%,18.3%,16.0,30.6%,i,22.6%,13.0,
O=C(CCCSc1nnc(-c2cccs2)n1CC1CCCO1)c1ccccc1 (stereo not drawn),-2.7%,-4.7%,-7.1%,-5.5%,2.0,9.0%,i,6.9%,8.0,
COCCCN1C(=O)C(=O)/C(=C(/O)c2ccc(C)cc2)C1c1ccccc1 (stereo not drawn),3.6%,2.3%,-4.8%,1.9%,8.0,1.3%,i,-3.0%,3.0,

# Retrieved one by one from the entries so far (2):
SMILES,LYP inhibition,Alkaline phosphatase,Bfl-1 inhibitors,HT1080 cytotoxicity,MK inhibit,HPDE-C7K KRASV12,Spn DPM-DC inh,HPDE-C7 viability,PMK inhibit,others
N#Cc1c(NC(=O)c2nc3ncccn3n2)sc2c1CCCCC2,-2.3%,16.3%,-1.4%,-12.2%,6.0,1.4%,i,1.7%,3.0,
CCOC(=O)CC(=O)CSc1nnc(Cn2c(=O)sc3ccccc32)n1C,.,10.5%,-0.7%,18.2%,12.0,-1.2%,i,-3.6%,5.0,

# The listing picks up; the two compounds before the break are reprinted first.
SMILES,LYP inhibition,Alkaline phosphatase,Bfl-1 inhibitors,HT1080 cytotoxicity,MK inhibit,HPDE-C7K KRASV12,Spn DPM-DC inh,HPDE-C7 viability,PMK inhibit,others
O=C(CCCSc1nnc(-c2cccs2)n1CC1CCCO1)c1ccccc1 (stereo not drawn),-2.7%,-4.7%,-7.1%,-5.5%,2.0,9.0%,i,6.9%,8.0,
COCCCN1C(=O)C(=O)/C(=C(/O)c2ccc(C)cc2)C1c1ccccc1 (stereo not drawn),3.6%,2.3%,-4.8%,1.9%,8.0,1.3%,i,-3.0%,3.0,
Cc1cc(C)n(C(=O)c2ccc(NC(=O)C3COc4ccccc4O3)cc2)n1 (stereo not drawn),12.8%,-3.2%,-0.8%,-3.6%,7.0,2.9%,i,-8.0%,5.0,
O=C(CCC(=O)c1ccc(F)cc1)OC1CCOC1=O (stereo not drawn),-7.8%,6.6%,-12.9%,-2.6%,9.0,-7.7%,i,-5.7%,1.0,
CCCOc1ccc(CN(CCO)CCO)cc1C(=O)OC,.,11.7%,-2.4%,7.5%,4.0,-6.4%,i,0.5%,11.0,
CCC(Sc1nc2c(c(=O)[nH]1)CCC2)C(=O)Nc1cccc(OC)c1 (stereo not drawn),9.1%,8.6%,-0.5%,-6.0%,3.0,-0.9%,i,-8.7%,9.0,
COc1ccc(CCn2c(NCc3ccco3)nc3c2c(=O)[nH]c(=O)n3C)cc1,10.6%,10.0%,-5.8%,11.6%,18.0,1.5%,i,-2.0%,14.0,
CC1CCc2cc(F)ccc2N1C(=O)CCC(=O)O (stereo not drawn),.,4.2%,-9.1%,-5.5%,5.0,-12.5%,i,-16.1%,9.0,
COc1ccc(C(=O)NCc2oc(-c3ccccc3)cc2C(=O)O)cc1,.,8.7%,-3.6%,-6.0%,6.0,-5.2%,i,4.4%,12.0,
CCCSc1nc2c(c(=O)[nH]c(=O)n2C)n1CCc1ccccc1,.,3.0%,-2.8%,-1.9%,11.0,-5.4%,i,-4.5%,16.0,PMK inhibit pilot replicates=2.0;MK inhibit pilot replicates=0.0;Spn DPM-DC inh pilot screen %=0.0
COc1ccc(-c2noc(CSc3nc(-c4ccccc4)cc(=O)[nH]3)n2)cc1OC,8.5%,4.6%,11.8%,3.5%,3.0,-9.6%,i,0.6%,10.0,
CC(=O)c1cccc(NC(=O)c2cc(-n3cnnc3)ccc2Cl)c1,0.2%,0.2%,-12.9%,-4.4%,5.0,-14.8%,i,-4.1%,0.0,
O=C(CSc1ncccc1C(=O)O)c1ccccc1,4.7%,7.8%,-4.1%,2.6%,7.0,2.6%,i,-7.5%,1.0,
Cc1c(/C=N/n2cnnc2)c2ccccc2n1C,2.9%,7.6%,4.2%,3.3%,7.0,2.7%,i,5.2%,10.0,
Cc1ccc(OCc2nnc(SCC(=O)CC(=O)Nc3ccccc3)o2)cc1,.,5.1%,-3.3%,9.7%,4.0,3.6%,i,-1.4%,0.0,
COc1ccc(CCNC(=O)C2=COCCO2)cc1,13.5%,6.3%,-2.9%,-0.1%,3.0,-8.1%,i,-17.9%,12.0,PMK inhibit pilot replicates=4.0;MK inhibit pilot replicates=0.0;Spn DPM-DC inh pilot screen %=2.5
COc1ccc(N(CC(=O)Nc2nc3ccc(C)cc3s2)S(=O)(=O)c2c(C)nn(C)c2C)cc1,7.0%,0.6%,2.1%,-7.4%,8.0,34.0%,i,28.2%,6.0,
CCCNC(=O)C1CCN(S(=O)(=O)c2ccc(Br)cc2)CC1,2.0%,-4.2%,0.4%,-3.7%,7.0,-0.2%,i,4.7%,12.0,
CCOC(=O)c1cnc(NCc2ccccc2)nc1C,11.7%,17.0%,-2.4%,0.8%,8.0,3.8%,i,-3.3%,3.0,
O=C1C(Cl)=C(NCC2CCCO2)C(=O)N1Cc1ccccc1 (stereo not drawn),5.7%,4.8%,3.4%,-3.2%,7.0,-15.5%,+,-13.3%,13.0,
COc1ccccc1-n1c(SCC(=O)Nc2cccc(C)c2)nc2c(c1=O)SCC2,0.5%,2.7%,-6.0%,6.0%,5.0,7.6%,i,-3.2%,0.0,
O=C(Cc1cccs1)N1CCCC(c2nc3c(nnn3Cc3cccc(Cl)c3)c(=O)[nH]2)C1 (stereo not drawn),11.2%,2.7%,-5.1%,-6.5%,0.0,-5.0%,i,-5.6%,0.0,
COc1cc(OC)c(C2=NOC(C(=O)Nc3cc(C)nn3-c3ccccc3)C2)cc1Cl (stereo not drawn),-1.1%,8.2%,-8.7%,0.1%,0.0,13.1%,i,18.8%,12.0,
COCCNC(=O)c1ccc(C(=O)NCCOC)s1,14.3%,5.5%,-0.8%,6.2%,10.0,-21.2%,i,-8.3%,8.0,
O=C1c2ccccc2C(Nc2ccc3c(c2)OCO3)N1Cc1ccc2c(c1)OCO2 (stereo not drawn),13.4%,18.6%,-6.1%,-0.9%,10.0,9.3%,i,0.9%,5.0,PMK inhibit pilot replicates=7.0;MK inhibit pilot replicates=3.0;Spn DPM-DC inh pilot screen %=4.0
CCC(C)(C)NC(=O)CN(Cc1ccc2c(c1)OCO2)C(=O)CCC(=O)Nc1ccccn1,17.5%,7.6%,6.0%,-0.2%,3.0,-5.5%,i,-36.6%,17.0,PMK inhibit pilot replicates=5.0;MK inhibit pilot replicates=0.0;Spn DPM-DC inh pilot screen %=1.0
C[C@]12CCC(=O)C=C1CC[C@@H]1[C@@H]2[C@@H](O)C[C@@]2(C)[C@H]1CC[C@]2(O)C(=O)CO,23.7%,14.4%,-0.7%,10.6%,5.0,-7.7%,i,-5.4%,8.0,PMK inhibit pilot replicates=1.5;MK inhibit pilot replicates=0.0;Spn DPM-DC inh pilot screen %=0.0

# High-throughput results: PubChem BioAssay, several laboratories
